Screening data (PubChem)
TexasRed fluor = Texas Red fluorescence interference in TRb-SRC2 counter-screen. TRb/SRC2 Texas Red total fluorescence interference. Potency, µM (titrated, usually from 106 µM), without a hit: at the top dose fluorescence change, negative = quenching. 0.29% of 280,000 active. AID 1479; active means well fitted curve in either direction with a large enough effect; inconclusive means small, poorly fitted or top-dose-only effect; further: on the % scale 0 is the no-effect control and ±100 the full control effect
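Human TRb ligand-binding domain at 0.6 uM with 20 nM Texas Red SRC2 peptide in Tris buffer containing 1 uM T3 and 5% DMSO, incubated with compound 5 h at ambient temperature. Total fluorescence (555/632 nm) calculated as parallel + 2 × perpendicular.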
TRb SRC2 PPI = TRbeta-SRC2 interaction inhibition; P10828; TRbeta-SRC2 peptide binding, fluorescence polarization; receptor liganded with 1 µM T3; Potency, µM (doses to about 106 µM), for inactives: at the top dose activity change, negative = inhibition, actives largely listed as inhibitors; 0.065% of 280,000 active;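 further: plate controls were bound peptide for no effect and peptide without receptor for full effect; nearly all actives have a fitted effect of over 50% in size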
Target sequence (P10828 whole entry, looked up): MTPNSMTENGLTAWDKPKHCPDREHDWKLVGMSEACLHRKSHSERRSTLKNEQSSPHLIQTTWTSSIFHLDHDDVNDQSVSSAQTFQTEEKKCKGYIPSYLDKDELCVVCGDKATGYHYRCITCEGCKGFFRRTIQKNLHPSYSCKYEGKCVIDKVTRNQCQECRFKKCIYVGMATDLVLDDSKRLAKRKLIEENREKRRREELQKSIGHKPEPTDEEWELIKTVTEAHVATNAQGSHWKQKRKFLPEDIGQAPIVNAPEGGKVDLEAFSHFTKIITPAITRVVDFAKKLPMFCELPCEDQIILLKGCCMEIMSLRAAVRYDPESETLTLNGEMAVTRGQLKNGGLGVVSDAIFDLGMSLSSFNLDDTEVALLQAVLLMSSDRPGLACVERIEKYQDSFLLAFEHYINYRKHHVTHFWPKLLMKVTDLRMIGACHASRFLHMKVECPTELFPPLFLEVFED
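TRb LBD 0.6 uM + Texas Red SRC2 peptide 20 nM, 1 uM T3, Tris buffer w/ 5% DMSO; compound pinned, 5 h RT; FP read ex 555/em 632; normalized to unbound and bound controls.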
RGS12 GoLoco inh = RGS12 GoLoco-Gai1 interaction inhibition. Gai1:RGS12 GoLoco peptide FP, rhodamine, 10 min. Potency, µM (titrated, usually from 61.6 µM), inactives show top-dose activity, negative = inhibition, actives largely listed as inhibitors. P63096. 0.44% of 230,000 active. AID 880; active means well fitted inhibition curve with a large enough effect, not every such curve was filed as active; inactive means no such curve, though single readings can be large or run the other way; further: on the % scale 0 is the no-effect control and ±100 the full control effect; nearly all actives have a fitted effect of over 30% in size; many of its hits are not listed in these tables
RECQ1 helicase = RECQ1 (human) helicase inhibition; RECQ1 DNA unwinding, red fluorescence kinetic read; P46063; Potency, µM (doses to about 57.3 µM), for the others: at the highest dose activity, negative = inhibition, hits mostly inhibitors; 0.54% of 240,000 active;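 further: plate controls were vehicle for no effect and no enzyme for full effect; nearly all actives have a fitted effect of over 30% in size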
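RECQ1T1 50 nM; forked duplex (20 bp + 30-nt ss tails) 200 nM, ATP 2 mM final; pH 8.0, 2 mM MgCl2, 2.5 ug/ml poly(dI-dC); 15 min compound preincubation; discontinuous kinetic read over 2 h at RT.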
KDM4E inh = inhibitors of human JMJD2E histone demethylase; B2RXH2; Potency, µM (doses to about 57.1 µM), inactives show at the top dose activity change, negative = inhibition, usual class: inhibitors; JMJD2E catalytic domain, FDH-coupled NADH fluorescence (FDH is formaldehyde dehydrogenase); 1.6% of 230,000 active; active means well fitted inhibition curve with a large enough effect, not every such curve was filed as active; inconclusive means small, poorly fitted or top-dose-only effect, or another doubt; inactive means no such curve, though single readings can be large or run the other way;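 further: 0% = wells with enzyme and -100% = buffer wells without enzyme; nearly all actives have a fitted effect of over 50% in size; many of its hits are not listed in these tables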
SMN2 splice up = increases expression of the SMN2 splice variant; HEK293 SMN2-luciferase splicing reporter, luminescence, 30-36 h; Potency, µM (series often up to 46.1 µM), inactives show at the highest dose activity change, positive = activation, usual class: activators; 2.8% of 210,000 active; AID 1458; further: % of control where 0% means no effect; nearly all actives have a fitted effect of over 55% in size
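qHTS luciferase splicing reporter: luminescence rises when SMN2 exon 7 is included in transfected HEK293 cells. Compound exposure lasted 30-36 h at 37C, with 4.5 mM final sodium butyrate as control, followed by a ONE-Glo read.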
LMNA splice mod = LMNA splicing modulation. HeLa LMNA splicing GFP/RFP minigene ratio, 48 h. Potency, µM (top dose mostly 46.1 µM), inactives show top-dose ratio change, negative = inhibition, usual class: inhibitors. 0.01% of 200,000 active. AID 1487; active means well fitted inhibition curve with a large enough effect in the signal ratio, with a control signal flat, not every such curve was filed as active; inconclusive means small, poorly fitted or top-dose-only effect, or effect the other way, or a change in a side signal; the % refers to the signal ratio; further: on the % scale 0 is the no-effect control and ±100 the full control effect
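S3 HeLa cells stably expressing lamin A-EGFP splicing minigene plus DsRed2, 600 cells/well, 48 h compound exposure at 37C. Laser-scanning cytometry; analysed as GFP (500-530 nm)/RFP (575-640 nm) total intensity ratio; 0.5% DMSO vehicle.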
ALDH1A1 inh = inhibitors of human aldehyde dehydrogenase 1A1. Potency, µM (titrated, usually from 75.3 µM), without a hit: top-dose activity, negative = inhibition, hits mostly inhibitors. AID 1030. 7.3% of 220,000 active. Purified ALDH1A1, NADH fluorescence, propionaldehyde substrate. P00352; active means well fitted inhibition curve with a large enough effect, not every such curve was filed as active; inconclusive means small, poorly fitted or top-dose-only effect, or another doubt; inactive means no such curve, though single readings can be large or run the other way;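 further: plate controls were no enzyme wells and a reference inhibitor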
Target sequence (P00352 whole entry, looked up): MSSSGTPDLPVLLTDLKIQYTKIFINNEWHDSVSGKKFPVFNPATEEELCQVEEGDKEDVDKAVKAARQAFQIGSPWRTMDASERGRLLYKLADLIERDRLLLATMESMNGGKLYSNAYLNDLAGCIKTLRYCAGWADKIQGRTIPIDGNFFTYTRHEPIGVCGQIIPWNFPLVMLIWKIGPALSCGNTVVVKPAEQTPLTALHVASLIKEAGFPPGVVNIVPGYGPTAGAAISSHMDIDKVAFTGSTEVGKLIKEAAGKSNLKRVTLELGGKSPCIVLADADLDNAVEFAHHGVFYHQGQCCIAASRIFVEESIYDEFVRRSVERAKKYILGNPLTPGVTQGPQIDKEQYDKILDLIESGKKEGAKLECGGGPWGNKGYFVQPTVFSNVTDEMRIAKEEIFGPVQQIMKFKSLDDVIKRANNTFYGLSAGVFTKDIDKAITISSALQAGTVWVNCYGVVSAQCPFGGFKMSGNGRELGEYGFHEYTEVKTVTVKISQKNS
* marks the source's active call; other numbers are inactive results; i = inactive; ? = inconclusive; . = not tested or not shown; & = joins results of further samples; [ ] = dose if it differs, or a comment. Unless noted, the call rests on the fitted dose curve; in most records, active means well fitted curve in the direction sought with a large enough effect; inconclusive means small, poorly fitted or top-dose-only effect, or another doubt; inactive means no such curve, though single readings can be large; an effect the other way counts as inactive or inconclusive. Potency means the concentration at half of the fitted maximal effect. Some of the compounds tested, so the mix of outcomes need not match the whole.

Every second line gives: TexasRed fluor | TRb SRC2 PPI | RGS12 GoLoco inh | RECQ1 helicase | KDM4E inh | SMN2 splice up | LMNA splice mod | ALDH1A1 inh
CCn1nnnc1NCc1ccc(OCc2ccc(F)cc2Cl)c(OC)c1
  1% | 4% | 5% | i | -4% | -12% | . | 8%
COc1cc(CC(=O)Nc2nc(C)cs2)cc(OC)c1OC
  -4% | 3% | 7% | -5% | 14% | -26% | -26%[46 µM] | 10%
CCOc1ccc(OCC)c(-c2c(=O)n(OCc3ccccc3Br)c3ccccc3[n+]2[O-])c1
  -3% | -4% | 5% | -6% | -1% | -1% | -4% | -8%
COc1cc(NC(=O)COC(=O)/C=C/c2ccc(O)c(OC)c2)cc(OC)c1
  -1% | 1% | 7% | -9% | ? | 10% | 19%[46 µM] | ?
O=C(CSCCN1C(=O)c2ccccc2C1=O)Nc1ccc2ccccc2c1
  0% | 9% | -3% | -2% | -6% | -11% | -6% | -14%
Cc1cc(-n2ccnc2)n2c(nc3ccccc32)c1C#N
  2% | -3% | 42%[activator] | -12% | ? | 4% | 11% | 4%
Cc1ccc(C(=O)NCC(=O)OCC(=O)NC(C)c2ccccc2)s1 (configuration not stated)
  -3% | -4% | 1% | 7% | -24% | 20% | 18%[46 µM] | -5%
O=C(Nc1nccs1)c1ccc(COc2ccccc2Br)o1
  2% | 2% | 0% | -14% | -29% | -16% | ? | 2%
COc1ccc(N2CCN(C(=O)CCNS(=O)(=O)c3ccccc3)CC2)cc1
  -2% | -1% | 0% | 13% | -7% | -2% | 2%[46 µM] | -8%
C#CCCOC(=O)N1C2=NC(C(=O)OC)=C(C(=O)OC)[C@@H]3N(C)c4ccccc4[C@]23C[C@H]1C(=O)OC
  4%[11.2 µM] | 6%[11.2 µM] | 2%[14.2 µM] | 5%[11.5 µM] | 10%[11.4 µM] | -8%[9.22 µM] | -2%[9.22 µM] | -3%[13.5 µM]
Cc1cccc(OCC(=O)OC2CCN(C)CC2)c1
  -1% | 0% | 14% | -2% | 4% | -6% | -3% | -1%
O=C(COC(=O)c1cccc(Br)c1)Nc1cccc2c1C(=O)c1ccccc1C2=O
  4% | -1% | 13% | i | 13% | . | . | ?
Cc1ccc(C(=O)CSc2nnc3c4ccccc4nc(Cc4ccccc4)n23)cc1
  -2% | 15% | 2% | 2% | -1% | -17% | 5% | ?
Cc1cc(OCC(F)(F)C(F)(F)C(F)(F)C(F)(F)C(F)(F)C(F)F)nc(N)n1
  -2% | 0% | -14% | 28µM* | -6% | -10% | 14% | -4%
Cc1nc2nc(-c3cccnc3)[nH]n2c(=O)c1C
  -2% | -5% | 7% | i | 11% | -12% | -1% | 18µM*
CCSCCOC(=O)C1=C(C)NC2=C(C(=O)CCC2)C1c1coc2ccccc2c1=O (configuration not stated)
  -2% | -6% | 5% | 8% | 4% | -14% | 4% | -4%
CCCCc1ccc(-c2ccc(Br)cc2)nc1
  -1% | -17% | -3% | -1% | -10% | 3.5µM* | 0% | -5%
COC(=O)c1ccc(NC(=O)CSc2ccccc2)cc1
  1% | -10% | 16% | -1% | 1% | 17% | 10% | 5%
c1ccc(Nc2ccccn2)nc1
  -2% | 6% | 8% | -10% | -15% | . | 5%[46 µM] | .
C#CCO[C@@H]1C[C@H](n2ccc(NC(=O)c3ccccc3)nc2=O)O[C@@H]1CO
  0% | 2% | 0% | i | -2% | . | . | .
N#CCCn1c(=O)c(-c2ccc(F)cc2)nc2cnc(N3CCOCC3)nc21
  . | . | -10% | -6% | . | . | 3% | ?
CN(C)C(/C=C/Nc1ccc([N+](=O)[O-])cc1)=C(C#N)C#N
  -2% | -2% | -11% | -16% | ? | 10% | ? | -3%
C=CCOc1cccc(C2/C(=C(/O)c3ccc(F)cc3)C(=O)C(=O)N2CCN2CCOCC2)c1 (configuration not stated)
  2% | 1% | 9% | i | -12% | 1% | 0% | -7%
COc1cccc(NC(=O)CN(C)C(C)C(=O)Nc2ccc(S(=O)(=O)N3CCOCC3)cc2)c1 (configuration not stated)
  1% | 6% | 8% | -18% | -1% | . | . | .
COC(=O)c1ccc(NC(=O)CCN2CCCCC2)cc1
  2%&1% | 5%&-4% | 7%&3% | -2%&-6% | -3%&-5% | -10%&6% | -5%&-6% | -17%&3%
Cc1ccc(S(=O)(=O)N2CCN(c3cnn(-c4ccccc4)c(=O)c3Cl)CC2)cc1
  1% | -2% | 5% | -13% | -2% | -4% | -5% | ?
CC(C)(C)C(=O)[C@@H]1[C@@H]2C(=O)N(c3ccc4c(c3)OCCO4)C(=O)[C@@H]2C2c3ccccc3C=CN21 (some centres not stated)
  -3% | -11% | -7% | 2% | -17% | -11% | 5% | ?
CCc1ccc(C(=O)CSc2nc3ccccc3c(=O)[nH]2)cc1
  -4% | 3% | 7% | 1% | 4% | 1% | 2% | -2%
O=C(NCCCN1CCCC1)c1cc2c(Cl)nc3ccccc3c2s1
  -1% | -2% | 11% | i | -3% | -30%[inhibitor] | ? | -8%
CCC(C)N1C(=O)S/C(=C/c2ccc3c(c2)n(C)c(=O)n3C)C1=O (configuration not stated)
  -6% | 1% | 8% | -3% | ? | -15% | . | ?

Record cards, as listed above. Values in the order: TexasRed fluor | TRb SRC2 PPI | RGS12 GoLoco inh | RECQ1 helicase | KDM4E inh | SMN2 splice up | LMNA splice mod | ALDH1A1 inh
Entry for COC(=O)c1ccc(NC(=O)CSc2ccccc2)cc1 : 1% | -10% | 16% | -1% | 1% | 17% | 10% | 5%
Entry for C#CCCOC(=O)N1C2=NC(C(=O)OC)=C(C(=O)OC)[C@@H]3N(C)c4ccccc4[C@]23C[C@H]1C(=O)OC : 4%[11.2 µM] | 6%[11.2 µM] | 2%[14.2 µM] | 5%[11.5 µM] | 10%[11.4 µM] | -8%[9.22 µM] | -2%[9.22 µM] | -3%[13.5 µM]
Entry for CCSCCOC(=O)C1=C(C)NC2=C(C(=O)CCC2)C1c1coc2ccccc2c1=O (configuration not stated) : -2% | -6% | 5% | 8% | 4% | -14% | 4% | -4%
Entry for CN(C)C(/C=C/Nc1ccc([N+](=O)[O-])cc1)=C(C#N)C#N : -2% | -2% | -11% | -16% | ? | 10% | ? | -3%

Other results.
Every second line gives: TexasRed fluor | TRb SRC2 PPI | RGS12 GoLoco inh | RECQ1 helicase | KDM4E inh | SMN2 splice up | LMNA splice mod | ALDH1A1 inh
COC(=O)C(C)n1cnc2c(nnn2Cc2ccc(Cl)cc2)c1=O (configuration not stated)
  -1% | -6% | -47% | 3% | 3% | 38% | 8% | -5%
COc1ccc(NC(=S)N/N=C2/CCCc3c(C)cc(C)cc32)cc1
  -2% | -2% | 3% | -6% | -6% | -8% | 2% | -1%
CSCCC(C(=O)OCC(=O)c1ccc(C)c(C)c1)N1C(=O)c2ccccc2C1=O (configuration not stated)
  -4% | 2% | 2% | -9% | 2% | 3% | -6% | -4%
C/C(=N/NC(=O)CN1CCN(S(=O)(=O)c2ccc(Br)cc2)CC1)c1cccnc1
  -5% | 2% | 5% | 2% | -1% | -9% | -9% | 3%
COc1ccc(N(C)S(=O)(=O)c2cccc(C(=O)Nc3ccc(OC)nc3)c2)cc1
  -2%[53 µM] | 6%[53 µM] | 22% | -5% | -1% | -19% | ? | 6%
COc1c(C)cc(NC(=O)c2ccc3c(c2)NC(=O)CO3)cc1C
  1% | -10% | 5% | -3% | 2% | -8% | . | -2%
Cc1ccc(NC(=O)c2ccc3snnc3c2)cc1
  4% | -6% | 16% | -3% | 1% | . | . | 2%
Cc1ccc(-c2nn(CC(=O)N3CCOCC3)c(=O)c3ccccc23)cc1S(=O)(=O)N(C)C
  1% | -4% | -5% | -2% | 3% | . | . | .
CC(=O)c1cc2c(cc1NS(=O)(=O)c1ccccc1C)OCO2
  -1% | -2% | 15% | i | -8% | -7% | 11%[46 µM] | 4%
CCOc1ccc(NC(=O)CNC(=O)c2cccs2)cc1
  0% | -3% | 11% | i | 4% | 29% | -13%[46 µM] | -4%
Cc1sc(NC(=O)C(C)C)c(C(=O)Nc2ccccc2)c1C
  -1% | 2% | 7% | -1% | -2% | -5% | 13% | -3%
COc1cc(C2C(C#N)=C(N)N(Nc3ccccc3)C3=C2C(=O)CC(C)(C)C3)ccc1OCc1cccc(F)c1 (configuration not stated)
  1% | -4% | 1% | -14% | ? | -42%[inhibitor] | -7% | ?
Cc1ccc(S(=O)(=O)C2(C(=O)Nc3cccc(F)c3)CC2)cc1
  -2% | 0% | 6% | -3% | 5% | 5% | -12% | 15%
COc1ccc(N2CCN(C(=O)CSc3nnc4n3C(C)(C)Cc3ccccc3-4)CC2)cc1
  0% | 6% | -19% | -2% | 3% | -71%[inhibitor] | ? | 22µM*
CCOc1ccc(C(=O)N2CCC(C(=O)c3ccc4c(c3)OCCO4)CC2)cc1
  -2% | -8% | 8% | -3% | 1% | -39%[inhibitor] | ? | -4%
CCCCCCNS(=O)(=O)c1ccc(OC)c(OC)c1
  -3% | -14% | 8% | i | -3% | -24% | ? | 5%
O=C(N/N=C(\Cc1ncc[nH]1)c1ccccc1)c1cccnc1
  -6% | -3% | 7% | 8% | -3% | . | . | 5%
O=C(c1cccc(C(F)(F)F)c1)C1CCCN(Cc2ccc(OCCO)cc2)C1 (configuration not stated)
  -3% | 3% | 8% | 15% | -6% | -21% | 5%[46 µM] | 3%
Cc1ccc(Sc2ccc([N+](=O)[O-])cc2[N+](=O)[O-])nc1
  -6% | -1% | 7% | 0% | -4% | -5% | ? | -1%
CN1CCN(CC#CCC(O)(c2ccccc2)C2CCCC2)CC1 (configuration not stated)
  -2% | -20% | 3% | 1% | -5% | -8% | -4% | 21%
CN1CCc2cc(Cl)c(O)cc2[C@@H](c2ccccc2)C1
  -1%&0%&1% | 3%&3%&-4% | 5%&18%&1% | -1%&12%&-3% | 6%&-1% | 0% | -12%[46 µM] | -7%&-2%
